TEAD-YAP block = TEAD-YAP interaction inhibition. HEK-TIYL cells, TEAD-Gal4/YAP UAS-luciferase luminescence. inhibition, % at 9.12 µM. hit rate 1.4% among 640,000; in the data active = inhibition above about 32%;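 note: 0% = median of test compound wells and 100% = reference inhibitor wells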
FBW7 act = activators of human E3 ligase FBW7 | hit rate 0.13% among 650,000 | Q969H0 | AlphaScreen FBW7–phospho-cyclin E peptide binding, activator screen | normalized activity (activation), % at 26.1 µM | AID 1259310; in the data active = normalized activity above about 1.9%;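 note: purified mutant Fbw7 with reduced substrate affinity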
Target sequence (Q969H0 whole entry, looked up): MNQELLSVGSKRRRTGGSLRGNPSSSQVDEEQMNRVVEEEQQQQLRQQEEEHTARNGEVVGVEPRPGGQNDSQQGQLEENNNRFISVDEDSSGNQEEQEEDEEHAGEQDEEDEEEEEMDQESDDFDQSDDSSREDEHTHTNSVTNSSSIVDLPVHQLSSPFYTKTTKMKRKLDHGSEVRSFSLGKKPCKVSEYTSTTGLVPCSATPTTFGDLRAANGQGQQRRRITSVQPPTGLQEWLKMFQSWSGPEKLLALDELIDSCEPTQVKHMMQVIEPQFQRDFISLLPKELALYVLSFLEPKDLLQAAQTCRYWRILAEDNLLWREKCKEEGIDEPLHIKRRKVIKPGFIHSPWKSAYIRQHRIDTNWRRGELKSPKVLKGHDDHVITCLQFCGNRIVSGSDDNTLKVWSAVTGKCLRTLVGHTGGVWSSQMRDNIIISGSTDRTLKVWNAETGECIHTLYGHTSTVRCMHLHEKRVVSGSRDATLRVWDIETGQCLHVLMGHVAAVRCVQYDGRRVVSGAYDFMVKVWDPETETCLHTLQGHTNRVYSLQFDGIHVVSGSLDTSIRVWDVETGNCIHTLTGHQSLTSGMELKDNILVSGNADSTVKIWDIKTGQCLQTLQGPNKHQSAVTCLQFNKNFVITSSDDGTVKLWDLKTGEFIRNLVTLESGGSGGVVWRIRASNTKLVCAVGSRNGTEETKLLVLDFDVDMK
GPR151 activ = activates the human receptor GPR151 | Q8TDV0 | PathHunter beta-arrestin GPR151 cells, luminescence | activation, % at 11.2 µM | hit rate 1% among 650,000 | AID 1508602; in the data active = activation above about 4.9%;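 note: 0% = median of compound wells and 100% = cells with positive control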
MITF inh = human MITF inhibition, primary screen. O75030. AlphaScreen MITF homodimerization, bead proximity signal. inhibition, % at 2.6 µM. hit rate 0.91% among 650,000; in the data active = inhibition above about 50%;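 note: 0% = vehicle wells with protein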
* = called active by the depositor; & = joins results of further samples; ! = a repeat was not active.

Value order: TEAD-YAP block	FBW7 act	GPR151 activ	MITF inh
> CC(C)(C)n1nc2c(c1NC(=O)c1ccccc1[N+](=O)[O-])CSC2
    3	-0.1	-0.5	-6
> CCOC(=O)Cc1[nH]nc2c1C(c1ccccc1F)C(C#N)=C(N)O2 (stereo not given)
    -6	-0.2	-0.7	-10
> O=C1CCCN1CCCNc1nc(-c2ccc(N3CCOCC3)nc2)nc2c1ncn2-c1ccccc1
    48*	-0.1	1.2	5
> COc1cc2nc(NC3CCN(Cc4ccccc4)CC3)nc(Nc3ccc(N4CCOCC4)cc3)c2cc1OC
    1	-0.4	-0.7	15
> O=C(N/N=C/c1cc(Br)c(O)c(Br)c1)c1ccccc1[N+](=O)[O-]
    1	0.4	-0.7	10
> O=S1(=O)CC(NCc2ccccc2)C(Nc2ccc(Cl)cc2)C1 (stereo not given)
    -5	0.0	-0.3	6
> NNC(=O)c1cccc(S(=O)(=O)NCc2ccccc2)c1
    18	0.0	-0.5	-10
> CCOc1cc(CO)ccc1OCc1cccc(Cl)c1
    2	-0.1	-2.3	0
> Cc1cnc(Nc2nc3ccccc3n2C)nc1NCc1nc2ccccc2[nH]1
    -2	0.0	-2.4	7
> COC(=O)C1=C(C)NC(=O)NC1c1ccc(O)cc1 (stereo not given)
    11	-0.1	-0.3	-4
> O=C1NC2(O)/C(=N/NC(=O)c3ccccc3O)c3ccccc3C2(O)N1 (stereo not given)
    -8	0.5	-2.0	26
> CCOc1cc2c(cc1OCC)C(c1cccc(C)n1)NCC2 (stereo not given)
    1	0.0	-0.3	9
> CC(C)CCN1CCN(C2CCN(Cc3ccco3)CC2)CC1CCO (stereo not given)
    7	-0.1	-0.7	-3
> Cn1cnnc1SCC(=O)NC12CC3CC(CC(C3)C1)C2
    5	0.3	-0.3	7
> Nc1cc(-c2ccc(Br)cc2)nn1S(=O)(=O)c1ccc([N+](=O)[O-])cc1
    6	0.0	1.7	-4
> CSc1cccc(CN2CCN3C(=O)[C@H]([C@@H](C)O)NC(=O)[C@H]3C2)c1
    -5	-0.2	0.4	1
> Cc1ccc(C)c(S(=O)(=O)N2CCN3C(=O)[C@@H](CC(C)C)NC(=O)[C@H]3C2)c1
    -15	0.1	-0.9	-1
> C/C(N)=C(/C#N)C(=O)CSc1nnc(-c2ccc3c(c2)OCO3)o1
    -37	-0.1	-0.1	-4
> CS(=O)(=O)N(CC(=O)Nc1ccccc1Cl)c1ccc(Cl)c(Cl)c1
    3	0.0	-0.2	3
> CCN(CC)C(=O)C1CCCN(c2nc(Nc3ccccc3)c3ncn(C4CCCCC4)c3n2)C1 (stereo not given)
    -1	-0.2	2.1	7
> O=C1CCC(N2CCC[C@H]2CO)CCN1Cc1cc2c(cc1Cl)OCO2 (stereo not given in full)
    -3	0.1	0.0	-18
> O=C(Cn1cnc2c(nnn2Cc2ccc(F)cc2)c1=O)NCc1ccc(F)cc1
    2	0.8	1.1	18
> Cc1cccc(OCC(=O)Nc2ccc(Oc3ccc(NC(=O)COc4cccc(C)c4)cc3)cc2)c1
    1	0.1	0.8	1
> CCOc1cc(/C=C2\CN(CC)Cc3c2nc2ccccc2c3C(=O)O)cc(Cl)c1O
    9	-0.1	2.6	0
> CC(=O)Nc1ccc(OCC(=O)NCC(=O)Nc2cccc(C)c2C)cc1
    2	-0.1	0.2	-6
> O=C(NCc1ccccc1Cl)c1cc(S(=O)(=O)N2CCc3ccccc32)ccc1F
    -1	-0.1	-0.5	8
> CCOc1ccccc1N1CCN(Cc2cc(OC)cc(OC)c2)CC1
    7	-0.4	0.8	30
> Cc1ccc(NC(=O)CCC(=O)OCC(=O)c2ccccc2)cc1
    15	0.1	0.5	4
> COc1cc(C)nc(N2CCCC(C(=O)NNC(=O)COc3ccc(Cl)cc3)C2)n1 (stereo not given)
    9	0.1	1.3	11
> O=C(COc1ccc2ccccc2c1)NNC(=O)C12CC3CC(CC(C3)C1)C2
    3	0.1	0.6	-11
> Cc1c(Br)ccc(NC(=O)C2CC(=O)N(c3ccc(F)cc3)C2)c1C (stereo not given)
    -2	-0.1	1.2	-20
> c1ccc2c(c1)CCN(c1nc(Nc3ccc(N4CCOCC4)cc3)c3ncn(-c4ccsc4)c3n1)C2
    10	-0.4	1.2	9
> CCOC(=O)CSc1nc2c(c(=O)n1C)C1(CCCC1)Cc1ccccc1-2
    0	0.1	0.2	6
> Cc1csc(CNC(=O)COc2ccc(N3CCN(C4CCCCC4)CC3)nn2)n1
    7	0.0	2.4	-10
> Cc1cnc(Nc2ccccn2)nc1NCc1nc2ccccc2[nH]1
    4	0.2	-0.8	49
> CC(=O)c1ccc2c(c1)[C@@H]1C=CC[C@@H]1[C@H](c1ccncc1)N2
    -51	-0.6	0.1	6
> COc1ccc(CNC(=O)C2CCCO2)cc1 (stereo not given)
    0	-0.1	-0.7	6
> Cc1cn2c(=O)c(C(=O)Nc3nc4c(C)cccc4s3)cnc2s1
    -7	-0.2	-1.4	-1
> CNC(=S)N1CCN(c2nccnc2NS(=O)(=O)c2ccc(OC)cc2)CC1
    -7	0.5	-1.1	19
> O=[N+]([O-])c1ccccc1/C=C/CN1CCCC1
    -4	-0.2	0.3	-6
> Cc1ccc(-n2c(N3CCCC3)n[nH]c2=S)cc1
    5	0.1	-1.9	27
> Cc1cc(NCCCc2ccccc2)n2ncnc2n1
    -4	0.1	0.4	-6
> CNC(=O)c1cc(F)ccc1Nc1cc(Nc2ccc(NC(C)=O)cn2)ncc1C(F)(F)F
    85*	-0.1	0.1	1
> CCCCN1C2=C(C(=O)CC(C)(C)C2)C(c2ccccc2)C2=C1c1ccccc1C2=O (stereo not given)
    0	0.0	3.2	-3
> Cc1ccc(N2C(=O)CSC2c2cccs2)cc1C (stereo not given)
    -4	0.1	-0.7	3
> O=C(NC(c1ccccn1)c1cccs1)C1CCN(C(=O)c2ccoc2)CC1 (stereo not given)
    3	0.1	1.9	8
> Oc1ccc(Cc2nc3ccccc3[nH]2)cc1
    -1	0.0	-0.2	-2
> Cc1cc(NC(=O)C(C)Oc2ccc(Cl)cc2C)no1 (stereo not given)
    1	-0.2	1.2	-5
> N#Cc1ccc(Cl)cc1NC(=O)COC(=O)C1CCN(c2nc3ccccc3o2)CC1
    12	0.2	1.8	-9
> CC(C)CCNC(=O)c1ccc2c(c1)NC(=O)c1ccccc1S2
    0	0.2	0.3	7

Remaining list, next part:
Value order: TEAD-YAP block	FBW7 act	GPR151 activ	MITF inh
> c1cncc(CNc2nc(Nc3ccc(N4CCOCC4)cc3)nc3c2ncn3-c2ccsc2)c1
    57*	-0.2	1.7	2
> CCN1C(=O)/C(=C2\SC(=S)N(CCCOC)C2=O)c2ccccc21
    -3	-0.1	0.3	-4
> O=C1CC(c2ccccc2Cl)CC(O)=C1C=NCCCO (stereo not given)
    2	-0.1	1.7	-7
> C/C(CC(=O)Nc1ccc(OCc2ccccc2)cc1)=N\NC(=O)c1cnccn1
    -46	-0.7	-0.6	-1
> COc1ccc2c(-c3ccccc3)cc(N3CCOCC3)nc2c1
    -5	0.5	1.3	-2
> O=S(=O)(c1ccc(F)cc1Cl)N1CCC(CO)(Cc2ccccc2)CC1
    -12	-0.1	-0.7	-3
> CC(C)N(C(=O)COC(=O)c1ccccc1Cl)C(C)C
    4	-0.2	-0.4	-7
> O=C(Nc1ccc2c(c1)OCO2)C1CC12CCN(C(=O)c1ccccc1-n1cccn1)CC2 (stereo not given)
    -4	0.0	0.9	5
> COc1ccc(C2CC(c3cccs3)=NN2C(=O)CSc2nnc(CNC(=O)c3ccco3)n2-c2cccc(C)c2)cc1 (stereo not given)
    14	0.3	0.8	7
> CC(C)NC(=O)c1cc2c(=O)n(C)c3ccccc3c2n1C
    8	0.0	1.9	1
> CCOC(=O)c1c(NC(=O)CSc2nnc(CNC(=O)c3ccccc3OC)n2-c2ccc(F)cc2)sc2c1CCC2
    -8	-0.1	0.5	1
> O=C(O)C(O)C(O)c1nc2ccc([N+](=O)[O-])cc2[nH]1 (stereo not given)
    -2	0.0	-0.4	12
> CCOC(=O)N1CCN(S(=O)(=O)c2ccc(OC)c(OC)c2)CC1
    8	-0.1	-0.5	-8
> CC(=O)NCCNc1nc(C)nc2sc(C)c(C)c12
    8	-0.1	0.5	7
> Cn1nc(-c2ccccc2)c2c1CCN(C(=O)c1ccco1)C2
    -5	0.1	-0.9	22
> Oc1ccc(-c2nccnc2NCC(O)COc2ccccc2)cc1 (stereo not given)
    10	0.8	-0.9	4
> COc1ccc(NC(=O)CN2CCN(CC(=O)Nc3ccccc3F)CC2)cc1OC
    11	0.0	-1.8	8
> CCOc1ccccc1C1C2=C(CC(C)(C)CC2=O)Nc2nc(C(F)(F)F)nn21 (stereo not given)
    10	0.1	-1.0	0
> COC(=O)c1c[nH]c(=O)c2ccccc12
    9	-0.1	-0.6	-5
> O=C(/C=C/c1cccc([N+](=O)[O-])c1)OCC(=O)c1ccccc1
    -5	-0.2	1.5	-18
> Cc1nc(-c2cccc(NC(=O)COc3ccc(Cl)cc3)c2)cs1
    15	0.4	0.2	11
> O=C(CSc1nnc(-c2ccccc2F)o1)c1ccccc1F
    -20	0.2	-0.6	0
> COc1cc(OC)c(C2C=C(c3cccc(Br)c3)Nc3nc4ccccc4n32)cc1OC (stereo not given)
    -59	0.0	0.7	11
> Brc1ccc(-c2nn3c(-c4ccccc4)cn4c3c2CCCC4)cc1
    -12	-0.1	-2.1	-7
> COc1ccc(-c2nnc(SCC3COc4ccccc4O3)o2)cc1 (stereo not given)
    -1	0.5	0.3	10
> C#CCOc1c(Cl)cc(/C=C2/C(=O)ON=C2C)cc1OC
    -2	0.0	-1.3	37
> COc1ccc(OCC(=O)N/N=C/c2cccc3cccnc23)cc1
    4	-0.7	0.1	49
> CCSCCOC(=O)C1=C(C)NC2=C(C(=O)CC(C)(C)C2)C1c1coc2ccc(C)cc2c1=O (stereo not given)
    2	-0.1	-0.2	-1
> CC(=O)C1=NN(c2ccc(C)cc2)C(c2c[nH]c3ccccc23)N1C1CCCCC1 (stereo not given)
    8	0.2	1.0	5
> CN(C)c1ccc(C(=S)N2CCOCC2)cc1Br
    -7	-0.1	-0.5	7

Overlap with the part before: 5 compounds, followed by the next part.
Value order: TEAD-YAP block	FBW7 act	GPR151 activ	MITF inh
> C#CCOc1c(Cl)cc(/C=C2/C(=O)ON=C2C)cc1OC
    -2	0.0	-1.3	37
> COc1ccc(OCC(=O)N/N=C/c2cccc3cccnc23)cc1
    4	-0.7	0.1	49
> CCSCCOC(=O)C1=C(C)NC2=C(C(=O)CC(C)(C)C2)C1c1coc2ccc(C)cc2c1=O (stereo not given)
    2	-0.1	-0.2	-1
> CC(=O)C1=NN(c2ccc(C)cc2)C(c2c[nH]c3ccccc23)N1C1CCCCC1 (stereo not given)
    8	0.2	1.0	5
> CN(C)c1ccc(C(=S)N2CCOCC2)cc1Br
    -7	-0.1	-0.5	7
> NC(=O)c1cccc(N)c1
    -9	0.1&0.5	6.2*!	-7&-9
> NC(=O)c1nsc(C(=O)N(CC(=O)NCc2ccccc2)c2ccccc2F)c1N
    -4	0.1	0.4	-11
> C=CCC1C=CCC(CC=C)N1CCO (stereo not given)
    -4	0.0	1.1	-7
> Cc1c(C(=O)NCc2nnc(SCC(=O)N3N=C(c4ccc(Br)cc4)CC3c3ccc(F)cc3)n2C)cccc1[N+](=O)[O-] (stereo not given)
    2	0.0	-0.8	7
> O=C(CSc1ncc(-c2ccccc2)nn1)Nc1nccs1
    -2	0.0	1.9	0
> COc1ccc(C(=O)NNC(=O)c2ccc([N+](=O)[O-])cc2[N+](=O)[O-])cc1
    1	-0.2	1.4	-2
> COc1cccc(NC(=O)Cn2cnc3sc(C)c(S(=O)(=O)N4CCOCC4)c3c2=O)c1
    -2	0.0	-0.9	-8
> Cc1nc2ccc(C(=O)O)cc2c2c1CC(CN)O2 (stereo not given)
    1	0.1	0.4	8
> CCN1/C(=C2/OC(=S)N(C)C2=O)Sc2ccccc21
    14	0.9	-1.1	16
> COc1ccc(C(=O)NNC(=O)CSc2nnc3n(C)c(=O)c4ccccc4n23)cc1
    -2	-0.2	-0.5	6
> Oc1cccc(Nc2ncnc3sc4c(c23)CCC4)c1
    -15	-0.5	2.1	-3
> CC(=O)c1ccc(NC(=O)CSc2nc(C)nc3c2c(=O)n(C)c(=O)n3C)cc1
    1	0.7	0.2	3
> CCc1nc(N2CCNCC2)c2c3c(sc2n1)CCC3
    9	-0.1	0.6	34
> O=C(c1ccc(Cl)cc1)N(Cc1ccccn1)c1nc2ccccc2s1
    -16	0.0	-0.4	-10
